PKA-R1A act = PKA-R1A complex activation | PKA-R1A dissociation, Cy5-IP20 fluorescence polarization; scaled: DMSO 0%, 113 µM cGMP 100% | actives 0.083% (n = 340,000) | activation, % at 11.4 µM | AID 504707;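 active means percent activation above the mean of all tested compounds plus 3 SD, cut at about 19% in these data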;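 further: higher means more PKAc released from R1A so a rise in polarization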
SR-BI DiI inh = inhibitors of mouse SR-BI mediated HDL lipid uptake. Q61009. ldlA[mSR-BI] CHO cells, DiI-HDL uptake fluorescence, 3 h. inhibition, % at 12.5 µM. actives 0.96% (n = 320,000);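 active means mean replicate inhibition of at least 70% and a set share of replicates each scoring 70 or more; inconclusive means meets just one of the two criteria; inactive means fails both criteria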;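 further: 0% = median of neutral control wells and 100% = median of positive control wells; values of inactives mirror those of a sister screen read the other way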
CDK5 inh = inhibitors of human CDK5/p35 kinase; Q00535+Q15078; Recombinant CDK5/p35, ADP-Glo luminescence, 60 min; inhibition, % at 10 µM; actives 0.01% (n = 330,000);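 active means highest replicate inhibition of at least 50% and at least 75% of replicates reaching 50%; inconclusive means only one of the two criteria met; inactive means both criteria failed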;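 further: plate controls were DMSO neutral control for no effect and GW8510 at 10 µM for full effect; many of its hits are not listed in these tables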
Target sequence (Q00535 whole entry, looked up): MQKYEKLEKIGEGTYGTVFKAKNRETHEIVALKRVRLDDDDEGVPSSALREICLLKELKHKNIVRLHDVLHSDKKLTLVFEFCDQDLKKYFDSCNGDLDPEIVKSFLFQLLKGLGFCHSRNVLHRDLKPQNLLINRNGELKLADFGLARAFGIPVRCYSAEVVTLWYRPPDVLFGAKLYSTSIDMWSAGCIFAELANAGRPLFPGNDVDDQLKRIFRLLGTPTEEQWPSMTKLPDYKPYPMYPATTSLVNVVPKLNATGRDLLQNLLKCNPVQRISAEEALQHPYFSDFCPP
Target sequence (Q15078 whole entry, looked up): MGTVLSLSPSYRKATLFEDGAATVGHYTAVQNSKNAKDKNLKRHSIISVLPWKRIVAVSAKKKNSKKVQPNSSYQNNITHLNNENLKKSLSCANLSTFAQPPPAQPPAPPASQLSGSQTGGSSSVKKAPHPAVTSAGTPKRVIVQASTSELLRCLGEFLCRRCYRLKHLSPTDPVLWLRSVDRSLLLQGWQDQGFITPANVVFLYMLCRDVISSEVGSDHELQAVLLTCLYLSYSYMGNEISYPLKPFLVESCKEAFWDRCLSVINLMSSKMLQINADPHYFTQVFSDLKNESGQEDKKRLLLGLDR
PKA-R2B activ = activates the human PKA-R2B holoenzyme complex; activation, % at 11.4 µM; actives 0.079% (n = 340,000); PKA-R2B holoenzyme dissociation, Cy5-IP20 fluorescence polarization; R2B truncated from residue 108, S112A mutant; 0% DMSO only, 100% 113 µM cGMP; P22694+P31323;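 active means activation above a cutoff set at the mean over all compounds plus 3 SD, cut at about 18% in these data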;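 further: higher means more holoenzyme dissociation and a rise in polarization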
SUMO Mot1 rescue = SUMOylation pathway inhibition by Mot1-301 growth rescue; S. cerevisiae Mot1-301 growth rescue, ATP luminescence, 38.5C; percent above DMSO median, 100 means doubled; actives 1% (n = 320,000); growth rescue, % at 18.8 µM;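 active means every valid replicate shows activation above 250% relative to neutral control wells; inactive means the rest, any valid replicate at or below 250%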;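 further: OY570 slx delta 5 strain wells were the positive control but not used for scaling; some compounds called inactive have numbers as strong as hits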
dFosB activator = activators of mouse delta FosB homodimer; activation, % at 25 µM; actives 0.99% (n = 340,000); purified delta FosB, TAMRA-CDK5 oligo fluorescence polarization; percent of positive-control signal above neutral wells; P13346; AID 493131;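 active means mean activation above about 17%, with every replicate also reaching it, limit read from the data, passing the limit was not always enough; inconclusive means only one of the two conditions met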;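 further: fluorescence polarization rise as delta FosB binds a TAMRA Cdk5 AP-1 oligo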
Target sequence (P13346 whole entry, looked up): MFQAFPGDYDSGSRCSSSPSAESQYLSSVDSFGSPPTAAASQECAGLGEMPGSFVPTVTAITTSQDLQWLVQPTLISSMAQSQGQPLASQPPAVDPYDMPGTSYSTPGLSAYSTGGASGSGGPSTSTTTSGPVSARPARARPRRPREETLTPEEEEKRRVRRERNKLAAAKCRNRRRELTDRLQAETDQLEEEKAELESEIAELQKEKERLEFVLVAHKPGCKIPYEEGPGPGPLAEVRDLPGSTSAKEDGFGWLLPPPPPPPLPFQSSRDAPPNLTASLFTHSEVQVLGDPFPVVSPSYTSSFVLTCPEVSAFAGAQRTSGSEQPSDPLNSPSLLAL
Arrestin-AP2 inh = blocks beta-arrestin peptide binding to AP2 adaptin; AID 504490; actives 0.31% (n = 340,000); FITC-arrestin peptide / GST-AP2 beads, flow cytometry; AP2 beta2 appendage carries R879A mutation; inhibition, % at 10 µM;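 active means inhibition above a set limit, near 3 SD of compounds lacking own fluorescence, cut at about 54% in these data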;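 further: plate controls were DMSO wells for no effect and 5 µM unlabelled arrestin peptide for full effect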
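test system = AP2 appendage R879A on GSH beads | buffer or medium = PBS plus Tween 20 (0.05%) and BSA (0.1%) | incubation = 12 min plus 1 h, RT | detection = bead flow cytometry, FITC channel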
Pemphigus Ab inh = inhibitors of pemphigus antibody binding to human desmoglein-3; P32926; AID 588358; actives 0.48% (n = 310,000); binding (percent of control), % at 10 µM; DSG3-coupled beads, scFv-anti-DSG3-GFP binding, flow cytometry; hits give low values;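 active means binding more than 3 SD below its plate's average and above zero; inconclusive means below that plate limit but binding exactly zero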;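 further: hits lower antibody fragment binding to DSG3; some compounds called inactive have numbers as strong as hits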
SR-BI uptake up = activators of SR-BI mediated HDL lipid uptake. actives 0.096% (n = 320,000). activation, % at 12.5 µM. CHO ldlA[mSR-BI] cells, DiI-HDL uptake fluorescence, 3 h; 100 = double the neutral-control signal;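 active means mean replicate activation of at least 60% and every replicate at or above 60%; inconclusive means mean or all-replicate condition met, but not both; inactive means mean below 60% and not all replicates reaching 60%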;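 further: 0% = median plate neutral-control signal and 100% = twice that signal; values of inactives mirror those of a sister screen read the other way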
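system = CHO ldlA[mSR-BI] cells, LDL receptor-null, SR-BI overexpressing | medium = Ham's F12 with 0.5% BSA, HEPES 25 mM, pH 7.4 | probe or stimulus = DiI-HDL 10 µg/mL | compound dosing = single-point compound dose | incubation = compound exposure 3 h, 37 °C | technique = DiI fluorescence, bottom read | read-out = cell-associated DiI fluorescence as measure of HDL uptake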
MITF TRPM1 HTS = increases MITF-driven TRPM1 promoter luciferase signal | activation, % at 12.5 µM | AID 588334 | SK-MEL-5 TRPM1-promoter luciferase, 24 h; % of positive control, neutral wells = 0 | actives 0.75% (n = 300,000);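 active means mean activation of at least 80% with every replicate also reaching 80%; inconclusive means mean reaches 80% but some replicate falls short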;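 further: 0% = neutral control wells and 100% = parthenolide positive control wells; values of inactives mirror those of a sister screen read the other way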
NSD2 HMT inh = inhibitors of human histone methyltransferase NSD2. NSD2 peptide methylation, AlphaScreen, 120 min. inhibition, % at 12.5 µM. actives 0.54% (n = 310,000). AID 743445; in the data active means inhibition above about 50%
Numbers without * were called inactive; u = inconclusive; x = no result given; & = joins results of further samples.

SMILES	PKA-R1A act	SR-BI DiI inh	CDK5 inh	PKA-R2B activ	SUMO Mot1 rescue	dFosB activator	Arrestin-AP2 inh	Pemphigus Ab inh	SR-BI uptake up	MITF TRPM1 HTS	NSD2 HMT inh
Clc1ccc2c(NCc3ccccn3)ccnc2c1	-14	-7	0.3	-13	-1	-4	9	113	7	6	-2
CCc1ccc(Oc2ncnc(N)c2[N+](=O)[O-])cc1	0	4	-0.2	5	-4	0	11	96	-4	8	-4
COC(=O)N1C(=O)[C@@](c2ccccc2)(C(C)C)N1C(=O)OC	-5	-22	-2.2	-4	-22	-2	-4	101	22	0	x
Cc1nnsc1C(=O)Nc1ccc(S(=O)(=O)N2CCC(C)CC2)cc1	-8	18	1.4	-8	86	-8	-8	99	-18	-25	-5
O=C(CCNC(=O)c1ccco1)Nc1ccc(F)c(Cl)c1	-5	x	-1.5	-3	-23	-1	14	114	x	-12	7
C=CCN(C(=O)c1csnn1)C(C(=O)NCc1ccc(F)cc1)c1ccc(F)cc1 (stereo not drawn)	5	-26	3.1	-2	5	-6	3	105	26	9	0
Cc1ccc(S(=O)(=O)N2CCN(C(=O)COC(=O)c3ccc(C(C)(C)C)cc3)CC2)c(C)c1	-6	-11	-1.4	-1	-21	-1	25	104	11	0	-1
COc1ccc(NC(=O)COC(=O)/C=C/c2ccc(OC)c(S(=O)(=O)N3CCOCC3)c2)cc1	-2	0	-3.4	-1	-3	-7	-5	125	0	12	1
Cc1cc2nc(-c3ccc[nH]c3=O)n(Cc3ccccc3F)c2cc1C	-5	8	-2.4	9	7	0	1	87	-8	x	-2
O=C(COC(=O)c1ccccc1OCc1ccccc1Cl)NCC1CCCO1 (stereo not drawn)	2	39	-0.1	5	-1	-17	2	114	x	-1	-3
CC(C)[C@H](NC(=O)c1cccc(CN(Cc2ccccc2)C(=O)/C=C/c2ccccc2)c1)C(=O)O	-8	-3	2.6	-5	-15	-7	2	102	3	x	0
Cc1nn(Cc2ccc(Cl)c(Cl)c2)c(C)c1NC(=O)c1noc2c1CCCCC2	-13	35	1.6	-4	16	-1	30	99	-35	-4	1
CCN(CC(=O)NCc1ccco1)S(=O)(=O)c1ccc(F)cc1	-6	-13	0.7	1	118	1	24	120	13	-10	2
N=c1oc2ccc(Br)cc2cc1C(=O)NC1CCCCCC1	-4	-8	-2.6	4	-15	-16	48	107	8	-6	-3
Cc1cccc(C(C)C)c1NC(=O)c1ccc(COc2ccc3c(C)cc(=O)oc3c2)cc1	-3	17	0.4	-3	349	4	0	87	-17	-10	-2
COCCN(CCOC)C(=O)C1CCN(c2ccc(S(=O)(=O)N3CCOCC3)cc2[N+](=O)[O-])CC1	-7	-6	-0.1	-11	7	0	24	94	6	0	0
CCOc1ccc(OCC(=O)Nc2ccccc2N2CCCC2)cc1	-11	36	0.4	4	18	0	-12	95	-36	-9	5
S=C(Nc1ccccc1Cl)N(CCN1CCCCC1)Cc1ccco1	-9	-3	0.7	10	-3	-5	4	111	3	-2	5
Cc1cc(NC(=O)CN2CCc3ccccc3C2)nc2c1c(=O)oc1ccccc12	-17	41	-1.0	-8	-3	31*	-2	98	-41	-7	x
O=C(Cn1cnc([N+](=O)[O-])c1)NCc1ccc(F)cc1	1	-24	-0.4	-2	-8	-6	5	102	24	8	-2
CN1CCN(c2ccc(NC(=O)CSc3nnnn3-c3ccccc3Cl)cc2)CC1	0	0	0.4	-4	-5	-5	4	101	0	2	38
COc1ccc(OCCSc2nnc(C)n2-c2ccccc2)cc1	-4	19	0.5	-2	-22	-2	-3	98	-19	x	0
CSCCC(NC(=O)c1cccc(S(=O)(=O)N2CCOCC2)c1)c1nc2ccccc2[nH]1 (stereo not drawn)	6	-17	0.0	1	-19	-1	35	104	17	-7	0
COc1ccccc1NC(=O)c1ccc2nc(C)sc2c1	1	48	-2.0	-4	35	-9	-7	116	-48	-6	-2
CC(C)N(CCNS(=O)(=O)c1ccc(Cl)cc1)C(C)C	-7	-21	0.5	6	x	-1	2	104	21	x	-2
Going on with the list.
SMILES	PKA-R1A act	SR-BI DiI inh	CDK5 inh	PKA-R2B activ	SUMO Mot1 rescue	dFosB activator	Arrestin-AP2 inh	Pemphigus Ab inh	SR-BI uptake up	MITF TRPM1 HTS	NSD2 HMT inh
O=c1cc(O)nc(SCc2ccccc2)n1-c1ccccc1	-3&-2	-21&-21	-1.3&-0.2	-1&-3	1&4	-12&-1	2&-3	99	21&21	0&7	-3&0
CCOc1ccc(CCNC(=O)COC(=O)CCc2cc(OC)c(OC)c(OC)c2)cc1OCC	0	24	-0.8	-4	113	-3	0	110	-24	-2	-1
CCN(CC(=O)NCc1cccs1)C(=O)c1cccc(S(=O)(=O)Nc2ccc(OC)cc2)c1	2	3	-6.0	2	-8	-3	-12	101	-3	-4	-2
O=C(NCc1ccccc1)C(=O)Nc1nccs1	-1	-25	0.0	-2	-9	4	21	94	25	21	-2
Cc1cccc(Nc2nc(N)nc(CN3CCN(c4ccc(F)cc4)CC3)n2)c1	-5	23	0.2	-3	-18	-11	1	104	-23	x	8
CC1CCCC(C)N1C(=O)c1cc(-c2ccc3c(c2)OCO3)on1 (stereo not drawn)	1	-7	5.5	-3	93	-13	9	x	7	95*	14
O=C(COc1ccc(C2SCCS2)cc1)NNC(=O)C(Cl)Cl	-10	-5	0.4	0	10	-3	-2	100	5	x	0
COCCN(C(=O)CSc1ncc(C(F)(F)F)cc1Cl)c1c(N)n(Cc2ccccc2)c(=O)[nH]c1=O	-7	2	-4.9	-7	71	0	8	95	-2	7	1
O=C(NCC(=O)N1CCN(C(c2ccccc2)c2ccccc2)CC1)c1ccc(Br)o1	0	-14	1.0	6	-11	-17	7	x	14	-11	-2
CC1(C)NC(=O)N(CC(=O)OCC(=O)Nc2cccc(S(N)(=O)=O)c2)C1=O	10	-24	-3.3	3	8	0	11	108	24	-18	-1
Cc1cc(C)cc(N2C(=O)CSC2c2cccs2)c1 (stereo not drawn)	-2	21	0.1	10	127	-5	1	97	-21	7	2
Cc1ccc(-c2cc(C(=O)Nc3cnn(C45CC6CC(CC(C6)C4)C5)c3)no2)cc1	-12	1	-2.0	0	-10	-10	2	x	-1	-11	-3
C/C(=N\NC(=O)c1cc(C(C)C)[nH]n1)c1ccncc1	-8	-4	9.4	4	-8	-6	14	x	4	12	1
CC(C)(C)OC(=O)C[C@@H]1C/C=C\C[C@H](CC(=O)N(CCO)Cc2ccccc2)C(=O)NCCOC1=O	4	-13	-1.7	-6	x	5	7	82	13	3	x
O=C(O)CCCNS(=O)(=O)c1ccc2ccccc2c1	-2	-39	0.4	-2	-6	-7	6	x	39	x	2
Cc1ccc(C(=O)NC(=S)Nc2ccc(N3CCOCC3)cc2)cc1C	-6	16	0.8	1	-5	-3	-7	82	-16	-3	3
Cc1occc1C(=O)Nc1nnc(-c2ccncc2)s1	-14	-19	1.1	0	-12	-20	9	94	19	23	4
CC(C)(C)OC(=O)NCCCCC1=CC2=CC(=O)C(C)(O)C(=O)C2=CO1 (stereo not drawn)	0	-29	0.3	-6	3	-14	0	99	29	16	x
CCOc1ccc2[nH]cc(C(=O)N3CCN(C4CCCCC4)CC3)c(=O)c2c1	2	-15	-2.4	9	5	2	20	98	15	-7	-2
Clc1cncc(Cl)c1N/N=C/c1ccccc1	-11	30	0.4	6	-10	-1	-8	x	-30	x	-5
Cc1nn(-c2ccccc2)c(Cl)c1/C=N/N1CCN(c2ccccn2)CC1	9	33	0.7	6	493	3	6	100	-33	-6	-1
Cc1cc(=O)[nH]c(SCC(=O)NCC2CCCO2)n1 (stereo not drawn)	-4	x	1.4	-1	33	-9	8	102	x	-9	37
O=C(NC(=S)Nc1ccc2oc(-c3ccncc3)nc2c1)c1ccccc1F	-2	29	0.5	-3	3	-11	8	116	-29	6	1
N#CC1=C(N)Oc2n[nH]c(-c3ccccc3)c2C12C(=O)Nc1ccccc12 (stereo not drawn)	-7	-1	0.8	-4	x	-2	39	x	1	x	4
O=C(N/N=C(/CC(=O)c1cccs1)C(F)(F)F)c1ccc(O)cc1	-7	-21	-0.1	1	-26	4	-3	115	21	-7	8
Further compounds follow:
SMILES	PKA-R1A act	SR-BI DiI inh	CDK5 inh	PKA-R2B activ	SUMO Mot1 rescue	dFosB activator	Arrestin-AP2 inh	Pemphigus Ab inh	SR-BI uptake up	MITF TRPM1 HTS	NSD2 HMT inh
COc1ccccc1-n1cnnc1SCC(=O)Nc1cccnc1Cl	-6	4	0.3	-7	-19	-3	49	108	-4	15	1
Cc1nn2c3c(cnc2c1-c1ccc(Cl)cc1)C(=O)CC(c1ccco1)C3 (stereo not drawn)	1	-25	0.4	-9	-23	2	-7	97	25	x	-1
S=c1[nH]nc(Cc2ccccc2)n1-c1ccc(Cl)cc1	-3	-17	-2.0	-8	10	-5	-7	83	17	-6	0
Cc1cc(C)c(NC(=O)COc2nc3ccccc3nc2C)c(C)c1	11	0	-0.8	-2	-5	-1	-7	102	0	7	-1
C1CC(CN2CCOCC2)CN(c2nc3nonc3nc2N2CCSCC2)C1 (stereo not drawn)	-6	x	0.1	0	-14	-5	30	102	x	-9	-1
O=C(CN1CCN(S(=O)(=O)c2ccc(Br)s2)CC1)N1CCCCC1	-4	-24	-5.2	-8	8	-5	1	90	24	8	2
O=C1/C(=C/c2cccnc2)SC(=S)N1NS(=O)(=O)c1ccccc1	0	-18	-4.6	1	-3	7	1	121	18	-12	-2
COc1ccccc1/C=C/C=N/n1c(-c2ccccn2)n[nH]c1=S	-6	-19	-0.6	2	1	-6	0	x	19	u	12
CCOc1cc(Cl)c(S(=O)(=O)NCCCN2CCOCC2)cc1Cl	-3	x	-1.1	-9	74	-7	-1	119	x	-5	2
CCNC(=O)CSc1nnc(-c2cc(-c3ccc(Cl)cc3)nc3ccccc23)o1	-1	37	-0.8	8	139	-10	13	101	-37	5	0
C/C(=N\NC(=O)CC1(C)OCCO1)c1cccs1	3	-14	x	-7	23	4	5	92	14	-7	-3
CC(=O)Nc1ccc(S(=O)(=O)NCCc2ccc(S(N)(=O)=O)cc2)cc1	-13	-11	-0.1	-1	220	-2	4	x	11	x	-7

Assay outcomes from PubChem BioAssay.
